Screens from PubChem.
Tn7 DDE FP = inhibitors of Tn7 peptide binding to fibrin DD(E), primary screen, biochemical, fluorescence polarization, human fibrin, Tn7 probe; FP displacement of FITC-Tn7 peptide from fibrin DD(E); 0% = median of compound wells per plate; inhibition, % at 8.3 µM; 0.13% of 370,000 active; AID 720508, 2013;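 active = inhibition above the mean of compounds falling within the control limits plus 3 SD of them, cut at about 14% in these data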;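 note: 0% = plate median of compound wells and 100% = 10 µM Aha-Tn7 peptide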
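assay system = human clot-derived fibrin DD(E) complex | quantity = Fibrin-DD(E) at 2 µM final | timing = 10 min preincubation, 3 h with tracer, room temperature | signal = fluorescence polarization | measure = percent inhibition | benchmarks = high control wells with 10 µM unlabelled Aha-Tn7 peptide (full inhibition) | replicates = singlicate testing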
DDE Tn6 FP inh = inhibitors of Tn6 peptide binding to fibrin DD(E), primary screen, biochemical, fluorescence polarization, human fibrin, Tn6 probe | Fibrinogen beta chain (Homo sapiens), P02675 | Fibrin DD(E) TRITC-Tn6 fluorescence polarization displacement | inhibition, % at 8.3 µM | 0.21% of 370,000 active | AID 720509, 2013;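 active = inhibition above a per-campaign cutoff: mean of compounds within control limits plus 3 SD, cut at about 15% in these data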;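 note: 0% = median of all compound wells on the plate and 100% = blocking peptide control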
PLC-beta3 inh = human PLC-beta3 inhibitors, primary screen, biochemical, fluorescence; 1-phosphatidylinositol 4,5-bisphosphate phosphodiesterase beta-3 (Homo sapiens), Q01970; Purified PLC-beta3, fluorogenic substrate; inhibition, % at 12.2 µM; 0.18% of 370,000 active; AID 720704, 2013; in the data active = inhibition above about 11%;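 note: 0% = median of compound wells on plate and 100% = full blocker control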
ARFGAP1 inhibitor = inhibitors of rat ARFGAP1 GAP activity, primary screen, biochemical, fluorescence polarization, GDP tracer; inhibition, % at 16.5 µM; 0.26% of 360,000 active; Arfgap1-stimulated ARF1 GTP hydrolysis, GDP FP detection; ADP-ribosylation factor GTPase-activating protein 1 (Rattus norvegicus), Q62848;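 active = inhibition above a per-plate limit, mean inhibition of low control wells plus 3 SD, cut at about 25% in these data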;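 note: 0% = DMSO wells with enzyme and 100% = wells lacking Arfgap1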
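system = rat Arfgap1 catalytic domain, aa 1-136 | technique = FP, GDP Alexa 633 tracer displaced from anti-GDP antibody, 620/688 nm | compound = one concentration, 16.5 µM, DMSO 1.26% | medium = HEPES-based buffer, pH 7.5 | timing = compound-enzyme preincubation 20 min, reaction 120 min, detection 60 min, 25 °C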
ADAM10 inh = human ADAM10 inhibitors, primary screen, biochemical, QFRET, HTS. Disintegrin and metalloproteinase domain-containing protein 10 (Homo sapiens), O14672. recombinant ADAM10, EDANS/DABCYL FRET peptide cleavage, 3 h. inhibition, % at 7 µM. 0.62% of 370,000 active. AID 720582, 2013;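 active = inhibition above a per-campaign cutoff equal to the mean of compounds falling between control-based bounds plus 3 SD, cut at about 20% in these data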;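 note: 0% = DMSO wells while the 100% control is not disclosed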
ADAM17 inh = ADAM17 inhibitors, primary screen, biochemical, QFRET | 0.83% of 370,000 active | inhibition, % at 6.95 µM | recombinant ADAM17, EDANS/DABCYL FRET peptide cleavage;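 active = inhibition above the mean of compounds lying between control limits plus 3 SD, set per campaign, cut at about 8.5% in these data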;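 note: 0% = DMSO-only wells as the low control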
ASAP1 GAP inh = inhibitors of human ASAP1 ArfGAP activity, primary screen, biochemical, fluorescence polarization; Arf-GAP with SH3 domain, ANK repeat and PH domain-containing protein 1 (Homo sapiens), …; 0.19% of 360,000 active; inhibition, % at 16.5 µM; AID 624377, 2012; ASAP1-stimulated ARF1 GTP hydrolysis, GDP FP detection; in the data active = inhibition above about 25%;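 note: 0% = vehicle with enzyme and substrate and 100% = no enzyme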
TDP2 inh = human TDP2 enzyme inhibitors, primary screen, biochemical, epi absorbance, recombinant enzyme; inhibition, % at 12.8 µM; AID 720702, 2013; Tyrosyl-DNA phosphodiesterase 2 (Homo sapiens), O95551; 0.34% of 370,000 active; T5PNP hydrolysis, p-nitrophenol absorbance 415 nm;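 active = inhibition above the mean of all tested compounds plus 3 SD, set per campaign, cut at about 25% in these data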;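 note: 0% = DMSO with enzyme and 100% = buffer with substrate but no TDP2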
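Read-out basis: percent inhibition. System: recombinant human TDP2. Buffer or medium: Mg2+-containing Tris-HCl buffer, pH 7.5. Repeats: single replicate. Timing: reaction 2 h, 37 °C. Benchmarks: high control without enzyme, low control DMSO plus TDP2. Probe or stimulus: 5 mM T5PNP. Doses: 12.8 µM only. Measured by: epi absorbance of p-nitrophenol freed from T5PNP by hydrolysis.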
SIAE inh = human SIAE inhibitors, primary screen, biochemical, fluorescence polarization, FP-Rh probe, 1536-well HTS | SIAE FP-Rh probe binding | inhibition, % at 9.66 µM | 0.69% of 370,000 active;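 active = inhibition above a cutoff: mean of compounds within the control limits plus 3 SD of those, cut at about 17% in these data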;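 note: 0% = plate median of compound wells and 100% = probe without SIAE protein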
PLC-gamma1 inh = PLC-gamma1 enzyme inhibitors, primary screen, biochemical, fluorescence, purified enzyme; 0.84% of 370,000 active; 1-phosphatidylinositol 4,5-bisphosphate phosphodiesterase gamma-1 (Homo sapiens), P19174; AID 720700, 2013; inhibition, % at 12.2 µM; fluorogenic substrate; in the data active = inhibition above about 9.5%
Target sequence (P19174 whole entry, looked up): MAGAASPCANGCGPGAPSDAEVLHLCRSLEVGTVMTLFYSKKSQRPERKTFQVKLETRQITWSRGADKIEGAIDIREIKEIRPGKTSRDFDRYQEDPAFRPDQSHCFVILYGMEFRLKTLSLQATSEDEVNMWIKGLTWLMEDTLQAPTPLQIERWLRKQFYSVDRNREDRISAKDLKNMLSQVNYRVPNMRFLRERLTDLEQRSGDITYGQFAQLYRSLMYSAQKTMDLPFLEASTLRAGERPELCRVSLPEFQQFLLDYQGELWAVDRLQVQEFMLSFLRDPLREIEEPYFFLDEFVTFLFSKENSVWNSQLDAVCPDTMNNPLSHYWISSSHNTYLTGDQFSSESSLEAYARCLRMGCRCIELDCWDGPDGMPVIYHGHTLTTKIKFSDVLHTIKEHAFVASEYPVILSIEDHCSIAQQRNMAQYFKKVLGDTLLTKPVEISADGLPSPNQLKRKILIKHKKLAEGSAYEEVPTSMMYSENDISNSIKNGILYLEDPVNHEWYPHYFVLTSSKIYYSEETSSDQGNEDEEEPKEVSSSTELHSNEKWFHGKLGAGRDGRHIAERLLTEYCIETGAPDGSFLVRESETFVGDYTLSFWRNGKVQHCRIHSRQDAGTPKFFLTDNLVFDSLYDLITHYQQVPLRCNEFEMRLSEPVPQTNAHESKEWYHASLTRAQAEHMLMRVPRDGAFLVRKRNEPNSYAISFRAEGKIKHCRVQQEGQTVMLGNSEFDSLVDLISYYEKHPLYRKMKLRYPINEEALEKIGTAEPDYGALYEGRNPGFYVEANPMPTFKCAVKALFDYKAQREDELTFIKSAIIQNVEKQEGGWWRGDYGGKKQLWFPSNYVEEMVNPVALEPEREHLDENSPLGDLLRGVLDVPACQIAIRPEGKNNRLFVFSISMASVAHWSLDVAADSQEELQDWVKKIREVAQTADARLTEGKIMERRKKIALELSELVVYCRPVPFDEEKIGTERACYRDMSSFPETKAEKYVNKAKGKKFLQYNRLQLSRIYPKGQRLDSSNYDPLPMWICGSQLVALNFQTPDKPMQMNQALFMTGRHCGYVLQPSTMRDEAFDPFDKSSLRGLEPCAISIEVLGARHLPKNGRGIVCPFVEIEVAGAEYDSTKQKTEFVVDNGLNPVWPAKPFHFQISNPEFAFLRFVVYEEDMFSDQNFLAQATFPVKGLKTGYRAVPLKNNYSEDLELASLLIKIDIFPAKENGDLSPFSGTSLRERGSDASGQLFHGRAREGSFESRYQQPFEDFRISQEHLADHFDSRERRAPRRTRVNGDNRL
* = called active by the depositor; i = inactive; x = not tested or not shown.

Tn7 DDE FP,DDE Tn6 FP inh,PLC-beta3 inh,ARFGAP1 inhibitor,ADAM10 inh,ADAM17 inh,ASAP1 GAP inh,TDP2 inh,SIAE inh,PLC-gamma1 inh,structure
1,-7,3,1,-1,-1,7,4,2,3,COc1ccc(CCNC(=O)CSc2c[nH]c3ccccc23)cc1OC
3,2,-5,0,-5,0,0,2,-3,-3,COC(=O)c1ccc(NC(=O)CSc2nnc(-c3ccccc3Br)n2-c2ccccc2)cc1
-3,-7,-4,3,4,-5,-1,5,2,0,COc1cccc(-c2nc(CS(=O)(=O)CC(=O)NCCc3ccccc3)c(C)o2)c1
6,5,-11,9,-43,-10,-10,-5,2,-4,COc1ccc(OC)c(C2=NOC(C(=O)N3CCN(c4ccccc4)CC3)C2)c1 (stereo not drawn)
4,1,-6,0,-1,4,-7,-3,3,0,COc1ccccc1NC(=S)NNC(=O)c1nn(C)c(C)c1Br
-8,0,0,-9,3,11*,8,-15,-5,0,COC(=O)[C@@H]1C[C@H]2CC[C@H](O)C[C@H]2N1Cc1ccccc1OC(=O)c1cccs1
-3,1,1,-9,0,-3,0,5,-5,1,O=C(NCC1CC1)NC(=O)c1ccccc1F
4,-2,-8,-6,-2,-2,3,-3,-11,-5,CN(CC(=O)Nc1sccc1C#N)S(=O)(=O)c1ccc(F)cc1
-6,1,-1,-2,-5,-3,4,2,-6,-1,CC(SC(=S)N1CCCC1)C(=O)O (stereo not drawn)
1,3,-6,-5,7,5,14,-5,4,0,Cc1ccc(/C=C/C(=O)NN2CCN(C)CC2)cc1
6,-4,2,14,1,0,7,-2,12,1,Cc1ccc(Cl)cc1N1CCN(C(=O)C2CCN(S(C)(=O)=O)CC2)CC1
-1,-2,-1,11,-12,-6,7,-3,6,0,COCCn1c(SCC(=O)NCc2ccc3c(c2)OCO3)nnc1C(C)C
5,1,3,-7,8,3,-18,7,-6,2,CC1CC(C)CN(S(=O)(=O)c2ccc3c(c2)CC(C)N3C(=O)C2CCC2)C1 (stereo not drawn)
0,0,-56,2,-186,-39,13,-10,1,-44,O=C(CC1Nc2ccccc2NC1=O)NC1CCCCC1 (stereo not drawn)
-1,1,-7,-4,-4,-5,16,-1,8,1,Cc1ccc(C)c(NC(=O)C(=O)NCCc2c[nH]c3ccccc23)c1
-5,-4,4,-8,1,-1,9,-16,2,10*,CCN(CC)C(=O)CSc1nc2ccccc2c(=O)n1-c1cccc(OC)c1
2,-5,-5,2,4,6,1,7,3,0,O=C(NCCc1ccc(Cl)cc1)C(=O)c1c[nH]c2ccccc12
-4,2,3,-5,1,0,-2,-9,4,4,CC1CCCN(C/C(O)=C(\C#N)c2nc3ccccc3[nH]2)C1 (stereo not drawn)
-4,3,-5,2,13,0,0,-1,7,2,COc1cc(C(C(=O)NC2CCCCC2)N(C(=O)c2cnccn2)c2ccccc2)cc(OC)c1OC (stereo not drawn)
-3,-2,1,-8,8,1,-6,-15,6,7,C/C(CC(=O)NC1CCCC1)=N\NC(=O)Cc1cccs1
-3,2,-9,-1,3,-4,18,-13,-1,-4,CCOC(=O)c1sc(=NC(=O)c2ccc(S(=O)(=O)N3CC(C)OC(C)C3)cc2)n(C)c1C (stereo not drawn)
-1,3,-28,3,-6,-1,3,12,12,-13,N#C/C(=C/c1ccco1)C(N)=S
5,-1,-4,x,4,-2,x,0,-4,3,C[C@@H]1C[C@H]2[C@@H](C)C(=O)N3[C@H](c4ccccc4)[C@H](C)C[C@H]3[C@@H](C)C(=O)N2[C@@H]1c1ccccc1
-2,-2,-11,10,6,-2,5,-1,-49,0,N#CCC(=O)Nc1ccc(C(=O)OCc2ccccc2Oc2ccccc2)cc1
-4,-13,-107,-7,-31,-9,-1,5,16,-67,C/C(=N\Nc1ccc(C(=O)O)cc1)c1ccc2c(c1)Nc1ccccc1S2
6,-8,-3,-4,-3,-6,-3,3,5,-1,COC(=O)c1ccccc1NC(=O)c1ccc(Cn2cc(Cl)cn2)o1
-5,3,2,-13,-5,-2,-8,-6,0,1,Cc1cccc(CN2C[C@]34C=C[C@@H](C[C@@H]3S2(=O)=O)O4)c1
6,2,3,9,7,2,3,-8,-6,5,O=c1[nH]c(=O)n([C@H]2C[C@H](O)[C@@H](CO)O2)cc1F
-4,-3,3,-4,-15,4,20,2,7,1,COC(=O)Oc1nsnc1N1CCOCC1
6,2,-1,-4,-7,-6,-4,-6,5,-1,C=CCCCCCCCCC(=O)NN
1,-2,-15,-7,-10,-1,-8,-16,-1,-12,Cc1ccc(Nc2nnc(SCC(=O)c3cc4ccccc4o3)s2)cc1C
0,8,2,4,-1,-2,-23,5,0,-1,CCC(CC)C(=O)Nc1cccc(C(=O)N2CCCC2)c1
0,5,4,4,-4,-4,-9,8,4,3,COCC(=O)N(C)C[C@H]1Oc2ncc(Br)cc2C(=O)N([C@@H](C)CO)C[C@H]1C
5,9,-2,2,-2,-2,2,7,4,0,COc1ccc(S(=O)(=O)Cc2ccc(C(=O)N3CCN(c4cccc(C)c4)C(C)C3)o2)cc1 (stereo not drawn)
1,-2,1,-2,-10,-4,-1,5,-5,0,O=CN1CCN(C(=O)Cc2ccc(Cl)cc2)CC1
-4,1,-2,-2,-17,2,-5,4,9,4,CSCCC(NC(=O)c1ccccc1Cl)C(=O)N(C)CC(=O)Nc1ccc(N2CCOCC2)cc1 (stereo not drawn)
-1,-9,-13,x,-21,-8,x,13,4,-9,CC(=O)N1CCCN(S(=O)(=O)c2ccc3c(c2)n(C)c(=O)c(=O)n3C)CC1
-3,3,1,-2,11,4,-8,-11,2,3,COc1ccc(CNC(=O)C(C)NCc2ccccc2Cl)cc1 (stereo not drawn)
-5,-10,7,2,9,8,-4,-12,6,11*,O=C(COC(=O)CC12CC3CC(CC(Br)(C3)C1)C2)NC(=O)NCc1ccco1
5,6,2,-4,-7,-2,-18,6,-4,3,O=C(CCCOc1ccccc1)Nc1ccccc1C(F)(F)F
5,4,6,-3,-1,0,9,2,-7,1,CCC(=O)NC(=S)Nc1cccc(NC(=O)c2ccccc2)c1
2,1,-1,6,8,-2,-8,1,-10,5,COC(=O)CS(=O)(=O)c1ccsc1C(=O)Nc1ccc(F)cc1
-5,-4,-5,-5,-2,-2,1,-7,2,-4,CCCOc1ccc(C2C(C(=O)c3ccc(C)o3)=C(O)C(=O)N2CCCn2ccnc2)cc1 (stereo not drawn)
-3,-4,-5,1,9,1,-9,-3,-1,4,COc1ccc(OCC(=O)N2CCC(n3nccc3NC(=O)C3CC3)CC2)cc1
1,-2,-24,-9,1,0,1,6,0,1,COc1ccc(CC(=O)OCC(=O)Nc2cccc(Cl)c2)cc1
-2,3,2,-3,3,-4,-17,3,1,0,CCOC(=O)NCc1cc(-c2nn(C)c(=O)c3ccccc23)ccc1C
-8,-1,2,5,-6,3,3,-2,4,5,CCOC(=O)N1CCC(NC(=O)c2cc(S(=O)(=O)NCCc3ccccc3)ccc2F)CC1
0,-4,-23,6,0,-1,2,-16,7,-14,CCOC(=O)c1c(NC(=O)c2ccco2)sc(C(=O)N2CCCC2)c1C
-7,-2,-6,-15,-1,-4,-2,10,4,0,CN(Cc1ccccc1)S(=O)(=O)c1ccc(Cl)c(C(=O)O)c1
3,-1,3,3,8,-4,-21,-10,4,-2,CCCOC(=O)CCc1n[nH]c(=O)[nH]c1=O

Later entries
Tn7 DDE FP,DDE Tn6 FP inh,PLC-beta3 inh,ARFGAP1 inhibitor,ADAM10 inh,ADAM17 inh,ASAP1 GAP inh,TDP2 inh,SIAE inh,PLC-gamma1 inh,structure
2,-3,1,0,-10,-3,-8,4,1,-1,CCC(Sc1nnc(C)s1)C(=O)Nc1nccs1 (stereo not drawn)
-5,2,-2,-7,-2,4,-17,-17,-4,9.5*,COc1ccc(C(=O)NCC2CCCN2S(=O)(=O)c2ccccc2)cc1OC (stereo not drawn)
0,0,1,1,6,0,5,0,9,3,Cc1nc(C(=O)NCc2ccccc2)sc1C1(C)CC(c2ccccc2)=NO1 (stereo not drawn)
-4,7,-218,-4,-139,-44,-6,-4,2,-149,CC(C(=O)NCCc1ccccc1)N1c2cccc3cccc(c23)S1(=O)=O (stereo not drawn)
-2,0,7,-1,-5,2,-4,5,5,2,COc1ccc(CNc2nc3c(c(=O)[nH]c(=O)n3C)n2Cc2ccccc2C)cc1
1,-21,i,-6,-149,-65,-6,-1,-5,-469,COc1cccc(CN(C)C(=O)c2cc(-c3ccc(OC)c(OC)c3)nc3ccccc23)c1
-4,5,1,-2,-5,-5,-2,7,-2,-1,Cc1ccc(C)c(N2N=C(C(=O)OCc3nnc(-c4ccccc4Br)o3)CCC2=O)c1
0,-2,6,-6,0,-1,-15,-14,2,2,O=C(O)Cc1ccc(NC(=O)c2cnccn2)cc1
2,-3,-7,10,-2,1,0,-4,1,-22,COc1cccc(COC(=O)CSCC(=O)Nc2cccc(C)c2)c1OC
-7,3,3,3,-5,-1,12,-1,-5,-1,Cc1cc(C(=O)N2CCc3ccccc32)n(-c2ccccc2)n1

In another format: results already given
mol: COc1ccc(CNc2nc3c(c(=O)[nH]c(=O)n3C)n2Cc2ccccc2C)cc1
  Tn7 DDE FP: -2 | DDE Tn6 FP inh: 0 | PLC-beta3 inh: 7 | ARFGAP1 inhibitor: -1 | ADAM10 inh: -5 | ADAM17 inh: 2 | ASAP1 GAP inh: -4 | TDP2 inh: 5 | SIAE inh: 5 | PLC-gamma1 inh: 2

mol: COc1cccc(CN(C)C(=O)c2cc(-c3ccc(OC)c(OC)c3)nc3ccccc23)c1
  Tn7 DDE FP: 1 | DDE Tn6 FP inh: -21 | PLC-beta3 inh: i | ARFGAP1 inhibitor: -6 | ADAM10 inh: -149 | ADAM17 inh: -65 | ASAP1 GAP inh: -6 | TDP2 inh: -1 | SIAE inh: -5 | PLC-gamma1 inh: -469
